GLP1R cytotox = qHTS of GLP-1 Receptor Inverse Agonists: Cytotox Screen; Potency, µM (series often up to 38.3 µM), for the others: at the highest dose activity change, negative = inhibition, hits mostly inhibitors; 410,000 compounds, 0.13% hits; HEK293 cAMP-luciferase reporter cells, luminescence, 24 h; AID 624418, 2012;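 also: loss of luciferase light is scored as toxicity; potency is read from the fitted curve at half-maximal effect; % is scaled to controls: 0 for no effect and ±100 for the full control effect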
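Here, cytotoxicity is scored as loss of luminescence. The MLSMR collection was tested on cells seeded in medium containing 10% Nu serum, with a 24 hr compound exposure preceded by 12 hours of culture.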
GLP-1R inv ag = qHTS of GLP-1 Receptor Inverse Agonists (Inhibition Mode); Glucagon-like peptide 1 receptor (Homo sapiens), P43220; HEK293 GLP-1R CRE-luciferase, luminescence, 24 h; GLP-1R form is constitutively active; Potency, µM (top dose mostly 38.3 µM), for inactives: at the highest dose activity change, negative = inhibition, hits mostly inhibitors; 410,000 compounds, 1.6% hits; also: potency is read from the fitted curve at half-maximal effect; % is scaled to controls: 0 for no effect and ±100 for the full control effect; nearly all actives have a fitted effect of over 55% in size
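HEK293 cells stably co-expressing constitutively active GLP-1R and a cAMP-responsive luciferase reporter were seeded in DMEM with 10% Nu serum, given compounds after 12 h, and incubated 24 h at 37 deg C. Luminescence was then read.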
IL2 activator = qHTS of IL-2 Activators | IL-2 activation reporter assay, cell-based qHTS; stimulated with anti-CD3/CD4/CD28 beads; in transgenic mouse T cells | activation, % (series mostly up to about 46 µM) | 360,000 compounds, 0.065% hits; in the data active = activation above about 50%; inconclusive = mostly about 30% to 49%; also: 0% is about no effect
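Unstimulated transgenic mouse T cells; 60-min compound exposure; bead-based TCR/CD4/CD28 stimulation; 18 h culture, 37 degrees C; dual fluorescence (EGFP, DsRed) plate cytometry.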
D3 ag = qHTS of D3 Dopamine Receptor Agonist: qHTS. D(3) dopamine receptor (Homo sapiens), P35462. D3R DiscoveRx beta-arrestin cells, luminescence, 90 min. max activation, %. 410,000 compounds, 0.58% hits; in the data active = max activation above about 30%; also: 0% is about no effect; mostly tested at two doses, the higher about 12 µM
Target sequence (P35462 whole entry, looked up): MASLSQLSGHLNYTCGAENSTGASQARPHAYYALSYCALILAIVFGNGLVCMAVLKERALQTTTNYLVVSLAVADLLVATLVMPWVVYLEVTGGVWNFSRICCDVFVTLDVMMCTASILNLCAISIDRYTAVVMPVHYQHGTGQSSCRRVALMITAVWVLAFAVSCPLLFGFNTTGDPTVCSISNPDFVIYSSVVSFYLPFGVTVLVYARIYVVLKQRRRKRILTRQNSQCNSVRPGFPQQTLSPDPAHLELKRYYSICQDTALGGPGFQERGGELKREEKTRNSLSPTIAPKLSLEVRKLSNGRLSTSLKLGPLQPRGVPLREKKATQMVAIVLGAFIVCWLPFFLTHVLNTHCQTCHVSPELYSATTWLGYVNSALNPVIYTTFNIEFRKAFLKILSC
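Cells at 1500/well, incubated overnight, then treated with pinned compounds (dopamine as control) for 90 min at 37 degrees C. DiscoveRx reagent added for 30 - 60 minutes at room temperature; luminescence read.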
PLK1 PBD block = qHTS for Inhibitors of PLK1-PDB (polo-like kinase 1 - polo-box domain): Primary Screen; Serine/threonine-protein kinase PLK1 (Homo sapiens), P53350; Plk1 PBD binding of FITC phosphopeptide, fluorescence polarization; Potency, µM, inactives show max response, negative = inhibition, usual class: inhibitors; 360,000 compounds, 2.8% hits; AID 720504, 2013; also: potency is read from the fitted curve at half-maximal effect; series mostly up to about 57 µM; % is scaled to controls: 0 for no effect and ±100 for the full control effect; nearly all actives have a fitted effect of over 65% in size
PI5P4K alpha inh = qHTS for Inhibitors of phosphatidylinositol 5-phosphate 4-kinase (PI5P4K); Phosphatidylinositol 5-phosphate 4-kinase type-2 alpha (Homo sapiens), P48426; PI5P4Kalpha enzyme, ADP-Glo luminescence, 60 min; stronger effect = lower value; max response, %; 330,000 compounds, 1.2% hits; AID 652105, 2013; active = max response of -50% or lower; inconclusive = between -30% and -50%; inactive = -30% or higher; also: value at the top dose of about 77 µM; % is scaled to controls: 0 for no effect and ±100 for the full control effect
Target sequence (P48426 whole entry, looked up): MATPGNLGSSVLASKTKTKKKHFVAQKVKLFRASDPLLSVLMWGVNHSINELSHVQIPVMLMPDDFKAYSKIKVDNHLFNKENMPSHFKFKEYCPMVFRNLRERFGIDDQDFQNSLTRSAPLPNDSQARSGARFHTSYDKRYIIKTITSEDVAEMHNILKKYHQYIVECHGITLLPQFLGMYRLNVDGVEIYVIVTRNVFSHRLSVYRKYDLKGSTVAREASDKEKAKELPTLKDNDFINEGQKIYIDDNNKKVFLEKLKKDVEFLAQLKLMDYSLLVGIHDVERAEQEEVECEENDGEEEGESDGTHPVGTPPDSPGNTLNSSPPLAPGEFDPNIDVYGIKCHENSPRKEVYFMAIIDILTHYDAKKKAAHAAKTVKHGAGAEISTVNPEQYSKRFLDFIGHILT
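Single end-point luminescence (ADP-Glo) quantified ADP from PI5P4Kalpha turnover; ATP 5 microM final, 1 h at RT, 0.1% CHAPS and 0.28 mM EGTA in HEPES pH 7.4.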
WRN helicase inh = qHTS for Inhibitors of WRN Helicase. WRN helicase unwinding, fluorescent forked duplex, kinetic. 360,000 compounds, 0.46% hits. AID 651768, 2012. Potency, µM (doses to about 114 µM), for the others: at the highest dose activity change, negative = inhibition, most hits filed as inhibitors. Bifunctional 3'-5' exonuclease/ATP-dependent helicase WRN (Homo sapiens), Q14191; also: potency is read from the fitted curve at half-maximal effect; % is scaled to controls: 0 for no effect and ±100 for the full control effect; nearly all actives have a fitted effect of over 55% in size
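Kinetic red-fluorescence monitoring (525/598 nm) tracks WRN helicase activity after 100 nM fluorophore-quencher forked duplex and 2 mM ATP are added to 20 nM enzyme pretreated 15 min at room temperature with compound.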
GLP-1R agonist = qHTS of GLP-1 Receptor Agonists. HEK293 GLP-1R CRE-luciferase, luminescence, 4-6 h; cells express a hypersensitive GLP-1R form. AID 624172, 2012. Potency, µM (top dose mostly 45.6 µM), for inactives: at the top dose activation, usual class: activators. 380,000 compounds, 0.007% hits; also: potency is read from the fitted curve at half-maximal effect; % of control where 0% means no effect
DRD3 antagonist = qHTS of D3 Dopamine Receptor Antagonist: qHTS. D3R cells, DiscoveRx beta-arrestin luminescence, antagonist mode; stronger effect = lower value. max response, negative = inhibition, %. AID 652054, 2013. 360,000 compounds, 2.5% hits. D(3) dopamine receptor (Homo sapiens), P35462; in the data active = max response below about -50%; inconclusive = no clear call, values can overlap the other calls; also: % is scaled to controls: 0 for no effect and ±100 for the full control effect; mostly tested at two doses, the higher about 12 µM
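Cells expressing the human receptor were seeded at 1500 cells/well, incubated overnight at 37 degrees C in 5% CO2, then exposed to library compounds with dopamine controls for 90 minutes at 37 degrees C before luminescent detection.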
* hit, by the source's call; ? = inconclusive; nt = no result given; [ ] = dose if it differs, or a comment. Unless noted, calls follow the shape of the dose curve; as a rule, active = well fitted curve in the direction sought with a large enough effect; inconclusive = small, poorly fitted or top-dose-only effect, or another doubt; inactive = no such curve, though single readings can be large; an effect the other way counts as inactive or inconclusive.

SMILES | GLP1R cytotox | GLP-1R inv ag | IL2 activator | D3 ag | PLK1 PBD block | PI5P4K alpha inh | WRN helicase inh | GLP-1R agonist | DRD3 antagonist
Nc1ccc2c(S(=O)(=O)O)cccc2c1S(=O)(=O)O | -3% | 2% | -0.4 | -2 | 0% | -18 | -19% | 1% | 6
Cc1ccc2ncnc(NCCC(=O)O)c2c1 | 1% | 7% | -2.5 | 2 | 3% | nt | 1% | -2% | -4
C=C(C)Cn1c(SCC)nc2ccccc2c1=O | 0% | ? | -0.2 | -1 | 1% | -3 | 0% | 3% | 23
COc1ccc(CCn2nnnc2CN2CCN(C(=O)c3ccco3)CC2)cc1OC | -21% | 10% | 0.8 | 8 | -2% | -1 | 0% | 10% | 9
COc1ccccc1CNC(=O)C1CCCN(c2cnccn2)C1 (stereo not given) | -1% | 38%[activator] | -3.4 | -5 | -19% | -3 | 3% | -4% | 0
COC(=O)CNC(=O)C1CCN(C(=O)OCc2ccccc2)CC1 | 3% | 1% | 0.3 | 5 | -6% | -1 | 0% | 7% | 31
O=C1c2cccc3c2N(CCC3)C(=O)C1(F)c1ccccc1 (stereo not given) | 4% | -11% | -0.5 | 10 | -18% | -12 | 5% | 9% | -16
O=C(NCCCN1CCOCC1)C(=O)NCC1CCCO1 (stereo not given) | -8% | 8% | -0.3 | -2 | -7% | 3 | 0% | -1% | 33
O=C(NCc1ccccc1)C(c1ccncc1)N(C(=O)c1ccccn1)c1ccccc1 (stereo not given) | 0% | 8% | 0.5 | 10 | -12% | 3 | -5%[57.1 µM] | 1% | 7
C=CCC(C(=O)c1ccccc1)[N+](C)(C)CC=C (stereo not given) | -9% | -16% | -0.9 | -16 | -14% | 2 | 4% | 5% | -12
CCOC(=O)c1ccc(NC(=O)c2nc[nH]c2C(=O)NCC(=O)OC(C)(C)C)cc1 | -6% | ? | -0.6 | 17 | 10% | 0 | -10% | 7% | 113
COc1ccc(N2CCN(C(=O)CCS(=O)(=O)c3ccc4c(c3)NC(=O)CO4)CC2)cc1 | -9% | 8% | -3.1 | 5 | 24µM* | 0 | -4% | -4% | 14
Cc1cccc(C)c1OCC(=O)Nn1c(C)nc2ccccc2c1=O | -6% | -13% | -0.1 | -5 | -8% | -5 | -16% | -4% | 6
CC(C)(C)OC(=O)C[C@@H]1C/C=C\C[C@@H](CC(=O)N[C@H](CO)Cc2ccccc2)C(=O)NC[C@H](c2ccccc2)OC1=O | -37% | 11% | -0.2 | 5 | 1% | 5 | 3% | -4% | 64
FC(F)(F)c1cccc(Cn2nnnc2-c2cc(Cl)cc(Cl)c2)c1 | -9% | -1% | -1.9 | -3 | -4% | nt | -12% | 0% | 22
O=C(O)c1cccc2c1-c1ccc(Cl)cc1C2 | 17% | 3% | -2.2 | -15 | -8% | -6 | 4% | 5% | -10
O=C(NNC(=O)c1cncc(Br)c1)c1ccncc1 | 1% | 6% | 0.3 | 0 | -11% | 0 | 9% | -4% | -2
COCCN1C[C@@H](CO)O[C@@H](n2cnc3c(NC4CCCC4)ncnc32)C1 | -3% | 24% | 0.5 | -15 | -6% | -15 | -2% | -8% | 0
Cc1c(CCOC(=O)c2ccccc2)sc[n+]1Cc1ccccc1 | 2% | 0% | -4.8 | -1 | -2% | 4 | -5% | -3% | ?
Cc1cc(C)c(C)c(S(=O)(=O)N2CCNCC2)c1C | 24% | ? | 0.7 | -3 | 3% | 2 | 6% | 19% | 19
COc1ccccc1NS(=O)(=O)c1cc(NC(=O)CCNC(C)=O)ccc1C | -6% | -15% | 0.7 | 1 | -1% | -10 | 4% | 2% | 2
FCCCOc1ccc(-c2nccc(-c3ccccn3)n2)cc1 | 0% | 17% | -0.1 | 4 | -11% | 14 | -2% | 23% | 16
CCCN(CC(=O)Nc1ccccc1OC)C(=O)c1ccccn1 | -2% | 9% | 0.9 | 1 | -3% | -6 | -13% | -7% | -11
COc1cccc(NC(=O)c2c(F)cccc2F)c1 | 5% | 11% | -2.3 | -8 | -8% | 2 | 3% | -4% | -5
FC(F)(F)C1=CC(c2ccc(Cl)cc2)=NCCN1 | -23% | ? | -0.5 | -7 | -6% | 1 | -18%[57.1 µM] | 27% | 24
Cc1ccc(S(=O)(=O)N(C)Cc2ccc(C(=O)N/N=C/c3ccc(OC(F)F)cc3)cc2)cc1 | 9% | 5% | -1.6 | 0 | -8% | 10 | 10% | -3% | -7
Cc1ccc(NC(=O)CCc2nnc3ccc(NCc4ccco4)nn23)nc1 | -1% | 15% | -2.4 | 4 | ? | -3 | -5% | 2% | 2
COc1ccc(NC(=O)CN(c2cc(C)cc(C)c2)S(=O)(=O)c2c(C)noc2C)cc1OC | 6% | -24% | 2.1 | 1 | ? | -5 | -20% | 18% | 16
CCN(CC)S(=O)(=O)c1ccc(C(=O)OCC(=O)NCCN2C(=O)CSC2=O)cc1 | 3% | 13% | 0.3 | -2 | 2% | 5 | 2% | -5% | ?
CCc1ccc(NC(=O)Cn2nc(C(F)(F)F)c3c2CCC3)cc1 | -15% | ? | -0.2 | -3 | 0% | 4 | -3% | 1% | 11
Cc1cc(Cl)ccc1NC(=S)NCc1ccccc1 | -7% | 11µM* | -3.1 | -6 | -19% | -3 | 2% | 3% | -9
CC1CC(C)(C)N(C(=O)CSc2ccc(-c3ccc(F)cc3)nn2)c2ccccc21 (stereo not given) | 3% | 19% | -1.5 | 14 | -2% | nt | -16% | -1% | 17
O=C(NC1(O)C(=O)c2ccccc2C1=O)c1ccccc1 | ? | 0% | -3.8 | 3 | -12% | -3 | -19% | -10% | ?
c1ccc(-c2ccc3c(c2)NCCN3)cc1 | 2% | 10% | 1.6 | 7 | -16% | 1 | -3% | -3% | -16
NNC(=O)CNC(=O)c1cccc(Br)c1 | 23% | 11% | -1.5 | 1 | -6% | 6 | -5% | 3% | -14
Nc1nc(-c2ccc3ccccc3c2)c(C2(O)C(=O)Nc3c(Br)cc(F)cc32)s1 (stereo not given) | 1% | ? | 6.6 | 5 | 2% | nt | -2% | 22% | -11
CC(C)C(=O)N1CCN(S(=O)(=O)c2ccc3ccccc3c2)CC1 | 15% | 12% | -4.5 | -3 | -9% | 0 | -15% | 8% | 6
O=C1N(c2ccc(Cl)c(Cl)c2)CN(Cc2ccccc2)CN1n1cnnc1 | 12% | -3% | -0.2 | -4 | -10% | 0 | 0% | 3% | -28
CCOc1ccc(NC(=O)CN(C)C(=O)c2ccc(-c3ccc(C(C)=O)cc3)o2)cc1OCC | -8% | 126%[activator] | -1.7 | 1 | 0% | -4 | 2% | 30% | 12
Cc1nn2c(N3CCN(c4ccccn4)CC3)cc(C(C)C)nc2c1-c1ccccc1 | 6% | 2% | 0.5 | 0 | 0% | nt | -1% | -3% | -56*
COC(=O)C1=C(C)NC(=O)CC1c1ccccc1OC (stereo not given) | 5% | 5% | -1.5 | 0 | 2% | 0 | -5% | 6% | 1
Cc1ccc(Cl)c(OCC(=O)Nc2ccccc2N2CCCCC2)c1 | 10% | -6% | -2.6 | 15 | 1% | 16 | -11% | -7% | -16
CC1(C(=O)NCc2ccc(C(F)(F)F)cc2)CCN1Cc1c(F)cccc1F (stereo not given) | 19% | ? | 0.1 | -15 | -10% | 8 | -7% | -7% | -16
Cn1c(NC(=O)c2ccc(Cl)cc2)cc(=O)n(C)c1=O | -13% | 17% | 0.5 | 0 | -9% | 0 | -4% | 11% | -17
COc1cccc(C(=O)Nc2cnn(C(C)C)c2)c1 | 13%[7.66 µM] | 13%[7.66 µM] | -0.7 | -6 | 4% | 2 | -4% | 0% | -28

Entries from the list above that contain a Cl atom:
SMILES | GLP1R cytotox | GLP-1R inv ag | IL2 activator | D3 ag | PLK1 PBD block | PI5P4K alpha inh | WRN helicase inh | GLP-1R agonist | DRD3 antagonist
FC(F)(F)c1cccc(Cn2nnnc2-c2cc(Cl)cc(Cl)c2)c1 | -9% | -1% | -1.9 | -3 | -4% | nt | -12% | 0% | 22
O=C(O)c1cccc2c1-c1ccc(Cl)cc1C2 | 17% | 3% | -2.2 | -15 | -8% | -6 | 4% | 5% | -10
FC(F)(F)C1=CC(c2ccc(Cl)cc2)=NCCN1 | -23% | ? | -0.5 | -7 | -6% | 1 | -18%[57.1 µM] | 27% | 24
Cc1cc(Cl)ccc1NC(=S)NCc1ccccc1 | -7% | 11µM* | -3.1 | -6 | -19% | -3 | 2% | 3% | -9
O=C1N(c2ccc(Cl)c(Cl)c2)CN(Cc2ccccc2)CN1n1cnnc1 | 12% | -3% | -0.2 | -4 | -10% | 0 | 0% | 3% | -28
Cc1ccc(Cl)c(OCC(=O)Nc2ccccc2N2CCCCC2)c1 | 10% | -6% | -2.6 | 15 | 1% | 16 | -11% | -7% | -16
Cn1c(NC(=O)c2ccc(Cl)cc2)cc(=O)n(C)c1=O | -13% | 17% | 0.5 | 0 | -9% | 0 | -4% | 11% | -17
